Screening data from PubChem BioAssay.
TLR9-MyD88 inh: TLR9-MyD88 interaction inhibition | Q9NR96+Q99836 | CHO BLA complementation TLR9-MyD88, CCF4 FRET ratio | inhibition, % at 4.98 µM | 340,000 tested, 0.21% active;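 active means inhibition above the mean over all tested compounds plus 3 SD, cut at about 21% in these data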;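 further: 0% = DMSO only wells and 100% = clavulanate BLA inhibitor control wells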
Target sequence (Q99836 whole entry, looked up): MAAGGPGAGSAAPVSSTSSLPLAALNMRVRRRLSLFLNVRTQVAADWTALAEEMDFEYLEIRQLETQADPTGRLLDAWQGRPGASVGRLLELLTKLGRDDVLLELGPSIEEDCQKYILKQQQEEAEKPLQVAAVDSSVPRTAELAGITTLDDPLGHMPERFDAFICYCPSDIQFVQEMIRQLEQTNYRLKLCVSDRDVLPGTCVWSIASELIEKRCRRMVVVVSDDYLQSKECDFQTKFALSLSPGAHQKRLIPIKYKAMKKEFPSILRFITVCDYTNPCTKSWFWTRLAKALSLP
Target sequence (Q9NR96 whole entry, looked up): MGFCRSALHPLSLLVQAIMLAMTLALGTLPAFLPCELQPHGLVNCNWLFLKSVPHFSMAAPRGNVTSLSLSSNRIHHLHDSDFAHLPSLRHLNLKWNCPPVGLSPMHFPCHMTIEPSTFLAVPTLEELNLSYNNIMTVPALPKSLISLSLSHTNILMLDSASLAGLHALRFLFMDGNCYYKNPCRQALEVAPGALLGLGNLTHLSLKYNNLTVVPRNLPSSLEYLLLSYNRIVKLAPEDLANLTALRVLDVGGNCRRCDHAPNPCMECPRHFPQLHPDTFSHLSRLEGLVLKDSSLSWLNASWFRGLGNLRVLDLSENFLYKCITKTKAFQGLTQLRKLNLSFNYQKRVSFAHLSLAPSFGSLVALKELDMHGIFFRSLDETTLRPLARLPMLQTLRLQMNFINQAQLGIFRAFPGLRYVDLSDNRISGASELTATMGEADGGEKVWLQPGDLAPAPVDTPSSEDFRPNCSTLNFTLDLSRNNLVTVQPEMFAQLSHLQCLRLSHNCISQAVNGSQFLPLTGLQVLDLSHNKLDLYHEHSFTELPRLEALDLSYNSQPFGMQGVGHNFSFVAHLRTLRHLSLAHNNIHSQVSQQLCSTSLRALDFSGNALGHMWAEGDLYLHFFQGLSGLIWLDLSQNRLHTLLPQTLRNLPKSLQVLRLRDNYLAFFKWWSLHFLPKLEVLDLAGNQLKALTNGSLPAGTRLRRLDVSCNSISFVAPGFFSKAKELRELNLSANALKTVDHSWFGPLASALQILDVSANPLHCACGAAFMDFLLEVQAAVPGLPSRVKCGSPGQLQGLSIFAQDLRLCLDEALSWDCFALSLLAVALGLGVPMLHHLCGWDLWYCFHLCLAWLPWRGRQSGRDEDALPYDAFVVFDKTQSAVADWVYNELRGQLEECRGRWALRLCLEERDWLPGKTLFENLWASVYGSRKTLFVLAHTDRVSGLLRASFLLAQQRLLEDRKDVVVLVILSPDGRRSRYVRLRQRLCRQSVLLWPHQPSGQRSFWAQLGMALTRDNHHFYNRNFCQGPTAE
Cardio protect: modulators protecting cardiomyocytes from myocardial damage | H9c2 cardiomyocytes, H2O2 injury protection, ATPLite, 2 h | protection from H2O2 cell death, % at 20 µM | 360,000 tested, 0.63% active | AID 588492;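 active means compounds giving at least 50% protection of heart cells from peroxide-induced death in the single-dose screen, raw or plate-pattern-corrected value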;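 further: 0% = DMSO wells with peroxide and 100% = DMSO wells without peroxide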
MC4R antag cAMP: blocks human MC4R cAMP signaling; P32245; MC4R-expressing cells, MTII-stimulated cAMP, LANCE TR-FRET; inhibition, % at 6.5 µM; 360,000 tested, 0.48% active;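 active means inhibition above its plate's cutoff, the mean of tested wells on that plate plus 3 SD, cut at about 29% in these data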;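 further: 0% = Melanotan II alone and 100% = Melanotan II plus saturating MCL0020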
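Assay system: human MC4R-expressing U2OS cells; reagent: Melanotan II stimulation of cells; dosing: 6.5 µM single dose; timing: compound 30 min, challenge 1 h, detection 1 h; signal: TR-FRET cAMP assay; replicates: one well per compound, no replicates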
ABCB6 inh MLPCN: inhibitors of human ABC transporter ABCB6 | Q9NP58 | K562-ABCB6 porphyrin accumulation, flow cytometry, 1 h; stronger effect = lower value | fluorescence ratio to DMSO, % at 10 µM | 360,000 tested, 0.19% active;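 active means fluorescence ratio to DMSO below 75%, the collection mean minus 3 SD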;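 further: signal is porphyrin accumulated inside mitochondria; 100% equals median channel fluorescence of DMSO control wells; lower ratio means ABCB6 inhibition with less porphyrin fluorescence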
NCOA2 inhibitor: inhibits human steroid receptor coactivator 2; 370,000 tested, 0.17% active; AID 651957; Q15596; HEK293 GAL4-SRC2 luciferase reporter, luminescence; inhibition, % at 9 µM;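 active means inhibition above the mean inhibition of all tested compounds plus 3 SD, set per campaign, cut at about 52% in these data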;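 further: 0% = DMSO treated cells and 100% = cells given Gossypol at 36 µM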
ABHD5 PLIN5 PPI: ABHD5-PLIN5 protein interaction inhibition; Q00G26+Q8WTS1; Split G. princeps luciferase complementation, luminescence, 4 h; 360,000 tested, 0.78% active; inhibition, % at 4 µM; AID 602281;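 active means inhibition above the mean inhibition across every tested compound plus 3 SD, cut at about 22% in these data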;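 further: 0% = DMSO only wells and the 100% control is not disclosed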
NOD2-RIPK2 inh: blocks binding of human NOD2 to RIPK2; inhibition, % at 4.98 µM; 360,000 tested, 0.38% active; CHO BLA complementation NOD2-RIPK2, CCF4 ratio; in the data active means inhibition above about 21%;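 further: 0% = vehicle only and 100% = reference blocker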
MC4R barr agon: agonists of human melanocortin 4 receptor (MC4R) beta-arrestin | P32245 | U2OS MC4R beta-arrestin complementation, luminescence; percent of melanotan II response, DMSO zero | activation, % at 8.9 µM | 360,000 tested, 0.98% active | AID 540308;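 active means activation above a per-plate cutoff, the mean activation of sample wells on that plate plus 3 SD, cut at about 8% in these data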
Glyco luc inh: blocks N-linked glycosylation in D54 reporter cells; 360,000 tested, 0.23% active; reporter increase, % at 12.5 µM; D54 ERlucT glycosylation luciferase reporter, 24 h; percent of 100 nM tunicamycin response;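 active means mean luciferase reporter signal, scaled so untreated is 0 and the glycosylation-blocking control 100, at or above a set limit in every replicate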;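 further: luciferase carries N-glycosylation sites so blocking glycosylation raises the light; 0% = median of neutral control wells and 100% = median of 100 nM tunicamycin wells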
HTR2A ag: activates the mouse 5-HT2A serotonin receptor; AID 624169; 360,000 tested, 0.66% active; activation, % at 7.6 µM; P35363; CHO-K1 mHTR2A beta-arrestin complementation, luminescence; percent of 30 µM serotonin response;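 active means activation above a run cutoff, the mean activation of all tested compounds plus 3 SD, cut at about 14% in these data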;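 further: 0% = plate median of compound wells and 100% = 30 µM serotonin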
* marks the source's active call; other numbers are inactive results; nt = not tested or not shown. The list is partial (hit frequency here may not be typical).

SMILES	TLR9-MyD88 inh	Cardio protect	MC4R antag cAMP	ABCB6 inh MLPCN	NCOA2 inhibitor	ABHD5 PLIN5 PPI	NOD2-RIPK2 inh	MC4R barr agon	Glyco luc inh	HTR2A ag
CCOCCCNC(=S)N1C2CCC1CC(NC(=O)NC1CCCCC1)C2 (configuration not stated)	1	1	0	97	-6	-2	6	0.0	-1	1
CC(C)C(=O)NNC(=O)c1ccccn1	0	6	3	97	-8	-1	-11	-1.0	2	-2
Cc1cc(/C=N/N2CCN(C)CC2)c(C)n1-c1ccccc1F	-14	0	-13	107	-27	-1	5	-0.7	-3	-7
Cc1cc(C(=O)NCC(=O)OCC(=O)NCC2CCCO2)ccc1[N+](=O)[O-] (configuration not stated)	-5	-1	2	87	10	5	-1	0.6	4	9
CSc1nc(Sc2ccc(Cl)cc2)c2ccccc2n1	1	5	2	98	-2	2	-1	4.0	5	8
CCN(Cc1ccncc1)C(=O)c1ccccc1NS(=O)(=O)c1ccc(Br)cc1	-6	-6	2	96	-7	-4	6	0.1	-1	0
CC(=O)CSc1nc2ccccc2o1	-2	-2	-4	87	-28	-2	-11	-0.9	2	-6
C=CCNS(=O)(=O)c1ccc2nsnc2c1	-9	2	-3	104	-3	1	2	2.2	1	3
CCOC(=O)c1c(O)c2c([nH]c1=O)CCCC2	-3	-2	5	95	-5	-1	5	-1.8	2	10
CCOc1ccc(C(C)=O)cc1CSc1nc2nc(C)cc(C)n2n1	-10	2	4	101	-8	2	-6	-2.3	-1	-2
Cc1cc(NC(=O)CS(=O)(=O)c2cn(Cc3cccc(Br)c3)c3ccccc23)no1	nt	-19	-1	101	4	-12	3	-2.7	-4	-3
O=C(NCc1ccc2c(c1)OCO2)OCc1ccccc1	nt	nt	nt	nt	-28	-2	-18	nt	nt	-1
CCN(C(=O)CSc1nnc(-c2ccc(Cl)cc2)n1C)C1CCS(=O)(=O)C1 (configuration not stated)	8	12	-1	101	-10	2	-11	0.8	3	5
O=C(O)CCN(CCC(=O)O)c1nnc(SCc2ccccc2)s1	-3	4	1	89	15	3	5	-1.8	-1	0
COc1cccc(SCC2(O)CCN(C(=O)c3ccc(Cl)cc3)CC2)c1	20	-4	4	93	-22	6	6	-1.1	-1	0
Nc1nnc(Cc2ccccc2F)s1	1	-5	6	94	-1	1	-3	0.0	3	-1
O=C(CCC1CCCN(C(=O)c2cccc(F)c2)C1)N1CCN(c2ccccn2)CC1 (configuration not stated)	-12	3	2	105	13	6	-1	-2.2	nt	14
O=C(N/N=C/C(Cl)=C\c1ccccc1)c1cnccn1	4	-6	-16	96	-46	8	2	1.9	3	-1
CC(C)C(=O)NC(c1ccc(Cl)cc1Cl)c1ccc2cccnc2c1O (configuration not stated)	1	50	7	99	10	29*	4	0.7	-9	-6
Cc1cc(C)c2nc(N3CCC(C(=O)NCc4cccnc4)CC3)sc2c1	11	-4	3	100	-17	5	1	-1.9	3	4
CCCSc1nc(N2CCOCC2)c2c(c1C#N)CC(C)(C)SC2	8	-14	11	113	3	-32	0	0.5	0	2
CCN(CC)c1ccc(NC(=O)C(C)C)cc1	6	12	0	100	-9	-4	4	-1.3	1	-2
CCOc1ccc(OCC)c(NC(=O)CC2Oc3ccccc3NC2=O)c1 (configuration not stated)	-6	-1	17	105	-35	-11	-4	-0.6	0	6
O=C(Nc1ccc(N2CCOCC2)cc1)C1CCCN(S(=O)(=O)c2ccccc2)C1 (configuration not stated)	-3	0	1	90	0	4	5	-1.3	2	0
CC(C)CC(=O)NS(=O)(=O)c1ccc(NC(=O)c2ccco2)cc1	0	7	22	106	nt	-1	3	-0.1	1	0
CCN1C[C@@H]2[C@@H]3C(=O)N(C)C(=O)[C@@H]3[C@](C)(C1=O)N2C(=O)c1ccc(Cl)cc1	-1	3	-5	91	-17	-3	-5	-2.3	0	5
O=c1[nH]c2c(c(=O)[nH]1)CCCCCC2	-5	-6	-1	105	-2	8	-9	0.1	2	5
Cc1cccc(NC2=CC(=O)OC(C)C2)c1 (configuration not stated)	2	-3	-2	98	17	6	1	-0.5	-1	3
COc1ccc(C(CC(=O)O)NC(=O)COc2ccccc2)cc1OC (configuration not stated)	12	-1	3	115	1	-5	3	-0.8	2	2
Cn1c(COc2ccc([N+](=O)[O-])cc2)nnc1SCC(=O)NCC1CCCO1 (configuration not stated)	6	-2	0	100	-16	-1	1	-0.2	0	10
COc1ccc(-c2c(NC(=O)c3ccco3)oc3ccccc3c2=O)cc1OC	9	-1	12	103	-2	10	-2	0.6	2	4
Cc1ccccc1C(=O)NNC(=O)C(=O)Nc1cccc(Cl)c1C	7	4	3	85	13	-1	5	-0.5	3	-3
Cc1cc(C)n(CC(=O)N2c3ccccc3Sc3ccc(C(F)(F)F)cc32)n1	0	-1	18	94	-12	-5	0	-0.1	-3	2
Cc1cc(C)nc(NC(=O)COc2cc(Cl)cc(Cl)c2)n1	10	22	8	90	21	5	-7	-0.9	-1	3
Cc1cccc(OCC(=O)Nc2nnc(S(=O)(=O)N3CCCCCC3)s2)c1	-1	-4	15	103	4	-4	7	-0.1	1	4
CCC(C)NC(=O)CSC1=Nc2ccccc2C2=NC(CC(=O)NCc3ccc(F)cc3)C(=O)N12 (configuration not stated)	9	11	-1	94	-14	1	1	0.0	2	-2
O=C(O)C1CCN(C(=O)COc2ccc3c4c(c(=O)oc3c2)CCCC4)CC1	5	2	1	97	-2	5	-8	-0.6	1	-1
CCN(CC)C(=O)CC(c1ccc(N(C)C)cc1)c1c(O)cc(OC)cc1OC (configuration not stated)	2	4	3	95	-14	0	-3	-0.6	0	-5
C=CCn1c(C)cc(C(=O)COC(=O)/C=C/c2cccc(OC)c2)c1C	-11	-10	-5	101	-16	4	-9	-0.3	0	-2
Cc1cc(C(F)F)n2nc(C(=O)Nc3ccc(F)cc3F)nc2n1	1	-1	6	83	-37	4	4	-3.0	2	3

Random excerpt: 5 records from the list, in no set order.
SMILES	TLR9-MyD88 inh	Cardio protect	MC4R antag cAMP	ABCB6 inh MLPCN	NCOA2 inhibitor	ABHD5 PLIN5 PPI	NOD2-RIPK2 inh	MC4R barr agon	Glyco luc inh	HTR2A ag
CCN(CC)C(=O)CC(c1ccc(N(C)C)cc1)c1c(O)cc(OC)cc1OC (configuration not stated)	2	4	3	95	-14	0	-3	-0.6	0	-5
O=C(O)C1CCN(C(=O)COc2ccc3c4c(c(=O)oc3c2)CCCC4)CC1	5	2	1	97	-2	5	-8	-0.6	1	-1
Cc1cc(C)nc(NC(=O)COc2cc(Cl)cc(Cl)c2)n1	10	22	8	90	21	5	-7	-0.9	-1	3
C=CCn1c(C)cc(C(=O)COC(=O)/C=C/c2cccc(OC)c2)c1C	-11	-10	-5	101	-16	4	-9	-0.3	0	-2
Cc1ccccc1C(=O)NNC(=O)C(=O)Nc1cccc(Cl)c1C	7	4	3	85	13	-1	5	-0.5	3	-3

Additional entries follow:
SMILES	TLR9-MyD88 inh	Cardio protect	MC4R antag cAMP	ABCB6 inh MLPCN	NCOA2 inhibitor	ABHD5 PLIN5 PPI	NOD2-RIPK2 inh	MC4R barr agon	Glyco luc inh	HTR2A ag
O=C(NCC1CC1)C1CCCN(S(=O)(=O)c2ccc(-n3cnnn3)cc2)C1 (configuration not stated)	6	-8	6	96	-2	9	-13	0.6	1	3
CS(=O)(=O)N1CCC(C(=O)Nc2ccccc2F)CC1	-8	7	19	103	-3	-2	-1	-0.3	2	4
CC(CCc1ccco1)NC(=O)CCc1nnc2ccc(NCc3ccc(Cl)cc3)nn12 (configuration not stated)	3	2	7	95	-11	18	6	3.2	17	-6
O=S(=O)(c1ccc(-c2ccno2)s1)N1CCCCC1	0	0	-2	102	3	-4	3	-1.4	-2	3
C=CCNC(=S)N1CCC(C(=O)c2ccc(C)cc2)CC1	-7	-9	17	97	-8	-6	2	0.3	-1	1
O=C(c1ccc(Cl)c(Cl)c1)N(Cc1ccco1)c1ccc(O)cc1	-6	-3	9	103	-9	-3	11	2.6	-5	9
Cc1ccc(C(=O)Nc2nnc(Cc3ccccc3)s2)cc1	13	11	5	100	-12	4	-9	0.6	-1	4
Cc1ccc(-c2nnc3c(C(F)(F)F)nc4ccccc4n23)cc1	0	8	22	94	-16	6	1	-1.7	-3	1
O=C(CCCOc1ccc(Cl)cc1)Nc1cccc(C(=O)O)c1	5	0	-3	100	-2	-5	7	1.1	0	1
COc1ccc(C(=O)Cn2nc(CNc3ccc(Br)cc3)[n+]3c2CCCCC3)cc1	-8	-3	7	97	-5	37*	3	-2.5	1	-5
COc1ccc(-c2csc3ncnc(NCCO)c23)cc1	2	-1	-1	100	59*	1	-1	1.0	-11	-3
Cc1ccc([N+](=O)[O-])cc1NC1OC(CO)C(O)C1O (configuration not stated)	-2	-6	3	99	-29	5	-8	-2.4	3	0
CN1CCN(S(=O)(=O)c2ccc3c4c(cccc24)C(=O)N3)CC1	-5	13	12	102	21	10	-3	-1.6	0	-2
CC(C)Cc1ccc(-c2cc3nc(NCC4CC4)ccn3n2)cc1	nt	-19	14	93	-40	-14	-7	-0.7	0	-4
COc1cc2nc(=S)n3[nH]c(CCn4nc(C)cc4C)nc3c2cc1OC	4	13	1	91	-20	-6	-6	-3.2	1	-6
CCN(CC)c1ccc(N2C(=O)/C(=C\c3cccs3)SC2=S)cc1	0	-7	-2	96	-7	-1	-10	-0.9	-7	4
CC[N+](C)(CC)CCOC(=O)C1c2ccccc2Oc2ccccc21	0	-5	1	95	-12	11	-12	0.3	1	0
Clc1ccc(Cn2ncc3c(N4CCN(c5ccccc5)CC4)ncnc32)cc1	nt	10	25	95	6	-1	4	11*	-4	1
COCCN(CCOC)C(=O)N1CCOCC1	1	2	0	100	-24	-1	7	0.5	0	-6
COCCN(C(=O)CCN1C(=O)C2CC=CCC2C1=O)c1c(N)n(CC(C)C)c(=O)[nH]c1=O (configuration not stated)	10	-1	1	90	-26	-2	-9	0.2	3	-4
CC(C)(C)NC(=O)C(c1ccc(F)cc1)N(CCc1ccccc1)C(=O)c1ccn[nH]1 (configuration not stated)	-2	-1	2	98	-30	-3	1	-2.7	-3	0
CC(=O)Nc1sc(C)c(C)c1C(=O)OCC(=O)NCc1ccccc1	-3	-9	-5	96	-16	0	-5	-0.9	0	4
Cc1ccc(C)c2c1CCC(=Cc1ccccc1[N+](=O)[O-])C2=O	-3	-13	-6	98	-28	-4	1	-2.6	-1	0
